KCNQ1 pot: potentiates or activates the human KCNQ1 potassium channel | P51787 | CHO-K1 KCNQ1, thallium flux FluxOR fluorescence; stronger effect = higher value | B-score at 10 µM | hit rate 0.35% among 310,000 | AID 2648;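 active = fluorescence ratio B-score, a plate-corrected score, at least three library SD, with initial intensity B-score within 5 SD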
Target sequence (P51787 whole entry, looked up): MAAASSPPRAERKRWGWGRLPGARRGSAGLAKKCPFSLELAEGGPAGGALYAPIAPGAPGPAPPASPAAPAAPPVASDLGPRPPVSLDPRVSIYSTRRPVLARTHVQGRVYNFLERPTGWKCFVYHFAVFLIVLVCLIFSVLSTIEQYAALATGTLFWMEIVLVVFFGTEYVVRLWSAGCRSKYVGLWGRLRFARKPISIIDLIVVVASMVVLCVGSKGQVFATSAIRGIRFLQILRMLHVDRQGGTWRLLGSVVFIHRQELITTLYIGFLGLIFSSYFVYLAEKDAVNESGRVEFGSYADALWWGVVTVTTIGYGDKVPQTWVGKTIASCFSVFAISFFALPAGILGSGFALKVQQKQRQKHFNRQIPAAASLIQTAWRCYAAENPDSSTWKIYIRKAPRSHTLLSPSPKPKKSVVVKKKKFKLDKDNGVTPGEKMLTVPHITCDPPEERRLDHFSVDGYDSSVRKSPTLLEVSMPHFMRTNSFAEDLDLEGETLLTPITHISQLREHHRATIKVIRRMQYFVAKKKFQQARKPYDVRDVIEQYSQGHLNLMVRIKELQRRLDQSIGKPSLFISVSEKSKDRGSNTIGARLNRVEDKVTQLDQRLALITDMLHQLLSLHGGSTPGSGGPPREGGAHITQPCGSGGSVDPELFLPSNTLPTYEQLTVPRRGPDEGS
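assay system = CHO-K1 cells stably expressing KCNQ1 | medium = assay buffer, equal DMSO in all wells | timing = 37 °C overnight plating, 90-min dark dye load, 20-min compound pretreatment | measured by = kinetic FluxOR thallium fluorescence, 10-s 1-Hz baseline, 110-s post-stimulus read | measure = fluorescence change relative to baseline, converted to B score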
KCNK9 inh: inhibitors of human KCNK9 two-pore domain potassium channel | Q9NPC2 | B-score at 10 µM | hit rate 1.2% among 310,000 | HEK293 KCNK9, FluxOR thallium flux fluorescence; stronger effect = lower value | AID 488922;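 active = ratio B-score over 3 SD below the library mean, with starting fluorescence within 5 SD of its mean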;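 note: negative B-score means less thallium flux so channel inhibition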
Target sequence (Q9NPC2 whole entry, looked up, the tested form may be a part): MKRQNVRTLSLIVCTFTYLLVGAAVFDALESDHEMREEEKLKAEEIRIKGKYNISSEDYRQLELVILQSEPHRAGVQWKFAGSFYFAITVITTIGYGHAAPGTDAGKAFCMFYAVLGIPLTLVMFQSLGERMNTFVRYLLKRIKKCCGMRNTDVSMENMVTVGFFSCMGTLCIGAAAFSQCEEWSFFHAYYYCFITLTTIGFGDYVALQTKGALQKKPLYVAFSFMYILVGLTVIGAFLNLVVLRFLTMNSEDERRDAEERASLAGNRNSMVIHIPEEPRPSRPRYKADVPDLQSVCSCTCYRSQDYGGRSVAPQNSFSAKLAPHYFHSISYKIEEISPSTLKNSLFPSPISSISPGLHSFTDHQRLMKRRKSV
RGS4 pot: RGS4 potentiation or activation. HEK293 M3R/inducible RGS4, carbachol calcium flux Fluo4; stronger effect = lower value. B-score at 10 µM. hit rate 0.92% among 310,000;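 active = B-score of the integrated calcium signal more than 4 SD below the library mean, with starting fluorescence not abnormally high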;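 note: negative B-score means reduced calcium response which marks RGS4 activation or potentiation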
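test system = M3R-expressing HEK293 line, RGS4 induced by doxycycline | probe or stimulus = carbachol at ECmax as muscarinic agonist stimulus | timing = dye loading 30 min 37 °C, buffer rest 30 min RT | signal = calcium dye Fluo4 fluorescence | evaluation = B score from integrated fluorescence ratio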
RGS4 block: inhibitors of human RGS4; HEK293 M3R/RGS4 inducible, Fluo-4 calcium flux; stronger effect = higher value; triggered by carbachol at its EC20; B-score at 10 µM; AID 463165; hit rate 0.45% among 310,000;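 active = B-score, a plate-corrected calcium signal, over three deviations above library mean, with baseline fluorescence within five deviations of library mean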;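 note: RGS4 expression induced by doxycycline in cells with stable M3 receptor; B-score is computed from the integrated fluorescence ratio over baseline after carbachol; higher B-score means a larger calcium signal and so more RGS4 inhibition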
HDAC3 inhib: human HDAC3 inhibition | O15379 | recombinant HDAC3, fluorogenic peptide/trypsin coupled, fluorescence | inhibition, % at 8.3 µM | hit rate 0.15% among 320,000; in the data active = inhibition above about 26%, passing the limit was not always enough; inconclusive = no clear call, values can overlap the other calls
ANO1 block: blocks the mouse calcium-activated chloride channel TMEM16A | hit rate 1.2% among 310,000 | Q8BHY3 | HEK293 TMEM16A/YFP iodide influx fluorescence, ionomycin | normalized B-score (activity score, 25-100; higher = stronger inhibition) at 10 µM;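 active = ratio plate-corrected score three or more library SD toward inhibition, starting fluorescence score within five deviations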;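 note: score derived from kinetic fluorescence span divided by baseline fluorescence per well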
KCNQ1 inh: human KCNQ1 channel inhibition; P51787; CHO-K1 KCNQ1, FluxOR thallium flux fluorescence; stronger effect = higher value; B-score at 10 µM; hit rate 1.3% among 310,000; AID 2642;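 active = compounds whose thallium flux B-score, printed positive for inhibition, exceeds three library SD while starting fluorescence stays within three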;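 note: channel opened by potassium depolarization with thallium stimulus after 20 min compound exposure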
SKKanGAS inh: inhibitors of SKKanGAS S. pyogenes growth in kanamycin (SK-promoter or general growth effect); BacTiter-Glo, 6 h; inhibition, % at 7.5 µM; hit rate 1.3% among 300,000;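 active = mean replicate score, as percent of positive control median, at least 50; inconclusive = mean below 50 but one replicate at or above 50; inactive = mean and every replicate below 50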;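 note: strain carries kanamycin resistance gene driven by streptokinase promoter and grows in 40 µg/ml kanamycin; loss of luminescence reflects streptokinase promoter inhibition or plain growth inhibition; 0% = median of DMSO wells and 100% = positive control at its reference dose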
TMEM16A act: mouse TMEM16A channel activation, primary screen; Q8BHY3; HEK293 TMEM16A/YFP-H148Q/I152L, iodide quench fluorescence; stronger effect = lower value; B-score at 10 µM; hit rate 0.3% among 340,000; AID 623877;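 active = fluorescence-ratio B-score plate-corrected deviation score at least 3 library SD below zero, with starting fluorescence score within 5 deviations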;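 note: channel opened by trigger with iodide after compound preincubation; score built on the fluorescence ratio of max minus min over baseline; more negative score means more quench and so TMEM16A activation or potentiation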
hERG protect: compounds protecting human hERG from proarrhythmic drug block; Q12809; CHO-hERG, FluxOR thallium flux, dofetilide IC70 present; activation (rescue from dofetilide block), less the hit threshold, % at 10 µM; hit rate 0.51% among 310,000; AID 1511;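 active = activation above the mean of controls blocked by dofetilide plus 5 SD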;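 note: thallium influx through hERG after potassium depolarization seen as dye fluorescence rise; in these data hits start at about 4.7%; inactives centre near -7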
KCNK3 inh: human KCNK3 channel inhibition, primary screen | CHO-KCNK3 thallium flux, FluxOR fluorescence; stronger effect = lower value | B-score at 10 µM | hit rate 0.84% among 340,000;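 active = B-score under library mean minus 4 SD, starting fluorescence ratio at most library mean plus 5 SD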;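 note: more negative B-score means stronger inhibition of thallium flux through KCNK3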
* marks the source's active call; other numbers are inactive results; i = inactive; ? = inconclusive; / = no result given.

SMILES	KCNQ1 pot	KCNK9 inh	RGS4 pot	RGS4 block	HDAC3 inhib	ANO1 block	KCNQ1 inh	SKKanGAS inh	TMEM16A act	hERG protect	KCNK3 inh
O=C1CN(c2ccc(Cl)cc2)C2(CCCCC2)S1	i	i	i	i	0	i	i	0	i	-4	i
Cc1cc(S(=O)(=O)NCC(C)C)ccc1OCC(=O)NCC1CCCO1 (stereo not given)	i	i	i	i	3	i	i	-4	i	-7	i
Cc1ccccc1N1CC(C(=O)N2CCc3ccccc32)CC1=O (stereo not given)	i	i	i	i	-5	i	i	-6	i	-7	i
COc1ccccc1C(=O)Nc1ccnn1C1CCN(C(=O)c2ccoc2C)CC1	i	i	i	i	/	i	i	-1	i	-1	i
Cc1ccc(C)c(N(C)C(=O)c2coc(=O)c3ccccc23)c1	i	i	i	i	5	i	i	3	i	-4	i
NC(CC(=O)O)c1ccc(Br)cc1 (stereo not given)	i	i	i	i	-2	i	i	1	i	-6	i
Cc1noc(C)c1CSc1nnc(-c2ccccc2F)n1CCc1ccccc1	i	i	i	i	3	i	i	0	i	-4	i
COc1cccc(NC(=O)CSc2nc3ccccc3nc2N2CCCC2)c1	i	i	i	i	0	i	i	6	i	-10	i
COc1ccc(S(=O)(=O)Nc2cc(C(=O)NCCCOC(C)C)ccc2N2CCOCC2)cc1	i	i	i	i	-11	i	i	10	i	-10	i
Cc1cccc(C)c1OCCNC(=O)C(=O)NCc1ccco1	i	i	i	i	-3	i	i	-2	i	-10	i
Cc1ccc(CNC(=O)CCC2CCCN(Cc3cccc4ncccc34)C2)o1 (stereo not given)	i	i	i	i	?	i	i	-7	i	0	i
CCOc1cc(NC(=S)NCCCN2CCOCC2)c(OCC)cc1NC(=O)C(C)C	i	i	i	i	-7	i	i	1	i	-9	i
Cc1ccc(-n2nnnc2SCC(=O)Nc2sccc2C#N)cc1	i	i	i	i	-5	i	i	-5	i	-3	i
CSc1nc(C)nc(N/C=C(\C#N)S(=O)(=O)c2ccccc2Cl)n1	i	i	i	i	-4	i	i	-1	i	-9	i
CCN1C(=O)c2ccccc2S(=O)c2ccc(C(=O)NCCCN3CCCC3=O)cc21 (stereo not given)	i	i	i	i	-17	i	i	-1	i	-8	i
O=C(C[n+]1ccccc1)Nc1c(Cl)cc(Cl)cc1Cl	i	i	i	i	-5	i	i	-9	i	-15	i
Cc1cccc(NC(=O)Nc2nnc(N3CCCCC3C)s2)c1C (stereo not given)	i	i	i	i	9	i	i	-2	i	-7	i
Cc1ccc(-c2nn(-c3cccc(F)c3)cc2CN(Cc2nccn2C)C(C)C)o1	i	i	i	i	0	i	i	1	i	-4	i
CCCCOc1ccc(/C(O)=C2/C(=O)C(=O)N(Cc3cccnc3)C2c2ccncc2)c(C)c1 (stereo not given)	i	i	i	i	/	i	i	1	i	-13	i
CC1(C)CC(=O)C=C(NC2CCCC(O)C2)C1 (stereo not given)	i	i	i	i	-4	i	i	-3	i	-9	i
Cc1cc(C)c2c(n1)sc1c(-c3ccccc3)c(C#N)c(N)nc12	i	i	i	i	0	i	i	3	i	-4	i
NC(=O)c1nnn(-c2cccc(C(F)(F)F)c2)c1-c1ccccc1	i	i	i	i	5	i	i	4	i	-1	i
CCC1(c2ccc(Cl)cc2)NC(=O)N(Cc2ccc(C(=O)OC)cc2)C1=O (stereo not given)	i	i	i	i	0	i	i	-2	i	-4	i
Cc1ccc(NC(=O)c2cc(S(=O)(=O)NCCC3=CCCCC3)ccc2F)cc1F	i	i	i	i	0	i	i	41	i	-5	i
CCCn1c(CCNC(=O)c2cccs2)nc2ccccc21	i	i	i	i	-1	i	i	-2	i	-10	i
O=C(/C=C\Nc1ccc(S(=O)(=O)Nc2ncccn2)cc1)c1cccc2ccccc12	i	i	i	i	6	i	i	-1	i	-13	i
C=CCn1c(CNC(=O)c2cccs2)nnc1SCC(=O)c1ccc(Br)cc1	i	i	i	i	2	i	i	0	i	-17	i
O=C(Cn1nnc2c(cnn2-c2ccccc2)c1=O)NCc1cccs1	i	i	i	i	-2	i	i	-8	/	-7	i
Cc1cc(C(=O)CSc2ncccn2)c(C)n1Cc1ccco1	i	i	i	i	1	i	i	-9	i	-4	i
Cc1occc1-c1nnc(SCC(=O)Nc2nc(-c3ccccc3)cs2)o1	i	i	i	i	0	i	i	-1	i	-10	i
O=C(CS(=O)CC(=O)N(c1cccc(F)c1)C(C(=O)NC1CCCCC1)c1ccco1)Nc1ccc(F)cc1 (stereo not given)	i	i	i	i	1	i	i	10	i	0	i
COc1cc(C(=O)Nn2c(C)nc3ccccc3c2=O)cc(OC)c1OC	i	i	i	i	1	i	i	-3	i	-7	i
CCCc1[nH]nc2c1C(c1ccc(O)c(OC)c1)C(C#N)=C(N)O2 (stereo not given)	i	i	i	i	-1	i	i	19	i	-7	i
CCC(C)(C)n1nnnc1C(C(C)C)N(Cc1ccco1)Cc1cc2cc3c(cc2[nH]c1=O)OCO3 (stereo not given)	i	-10*	i	i	-3	i	i	0	i	-9	i
O=C(NCc1ccccn1)c1cccc(NS(=O)(=O)c2cccc(F)c2)c1	i	i	i	i	-3	i	i	-1	i	-3	i
O=C1OC(Nc2ccc(F)c([N+](=O)[O-])c2)c2ccccc21 (stereo not given)	i	i	i	i	-7	i	i	1	i	-8	i
CCOC(=O)c1ccc(COc2nc3ccccc3nc2-c2ccccc2NC(C)=O)o1	i	i	i	i	-3	i	i	2	i	-2	i
CCOc1ccc(S(=O)(=O)NCCC(=O)N2CC(C)CC(C)C2)cc1 (stereo not given)	i	i	i	i	8	i	i	0	i	-13	i
Cc1cccc(C2=N/C(=C\c3cccnc3)C(=O)O2)c1	i	i	i	i	-3	i	i	-8	i	-2	i
CCOc1cc(CN2CCN(CCc3ccccc3)C(CCO)C2)ccc1OC (stereo not given)	i	i	i	i	-17	i	i	-2	i	-6	i
COCCNC(=O)C(c1ccccc1C)N(CCOC)C(=O)Cn1nnc2ccccc21 (stereo not given)	i	i	i	i	3	i	i	3	i	-11	i
O=C(CSc1n[nH]c(-c2ccncc2)n1)Nc1ccccc1C(F)(F)F	i	i	i	i	4	i	i	4	i	-7	i
O=C(Nn1c(-c2ccc(F)cc2)nc2ccccc2c1=O)C1CCCCC1	i	i	i	i	3	i	i	-1	i	-4	i
Cc1ccc(N=Nc2c(N)n[nH]c2N)cc1	i	i	i	i	4	i	i	-3	i	-5	i
COc1cc(-c2nnc3sc(-c4ccco4)nn23)cc(OC)c1OC	i	i	i	i	7	i	i	2	i	-6	i

Some of the entries so far, with two lines to a compound.
Every second line gives: KCNQ1 pot, KCNK9 inh, RGS4 pot, RGS4 block, HDAC3 inhib, ANO1 block, KCNQ1 inh, SKKanGAS inh, TMEM16A act, hERG protect, KCNK3 inh
> CCOC(=O)c1ccc(COc2nc3ccccc3nc2-c2ccccc2NC(C)=O)o1
→ i, i, i, i, -3, i, i, 2, i, -2, i
> CCOc1ccc(S(=O)(=O)NCCC(=O)N2CC(C)CC(C)C2)cc1 (stereo not given)
→ i, i, i, i, 8, i, i, 0, i, -13, i

The listing continues:
SMILES	KCNQ1 pot	KCNK9 inh	RGS4 pot	RGS4 block	HDAC3 inhib	ANO1 block	KCNQ1 inh	SKKanGAS inh	TMEM16A act	hERG protect	KCNK3 inh
CN(C)S(=O)(=O)N(CC(=O)NCc1ccccc1)c1ccccc1	i	i	i	i	-2	i	i	-4	i	-8	i
CC(Cc1ccccc1)NC(=S)CN1CCCC1=S (stereo not given)	i	i	i	i	-5	i	i	-6	i	-8	i
C=CCC1CCCCC12NC(=O)NC2=O (stereo not given)	i	i	i	i	-2	i	i	2	i	3	i
Nc1nc(SCC(=O)Nc2ccccc2)nc2nc3c(cc12)CCCC3	i	i	i	i	-1	i	i	14	i	-6	i
Cc1cccc(NNC(N)=S)c1	i	i	i	i	0	i	i	-1	i	-3	i
Cc1cccc(C(=O)NNC(=O)c2ccc(-c3ccccc3)cc2)c1	i	i	i	i	3	i	i	0	i	-4	i
COCC(COCCCNC(=O)Nc1ccc(Br)cc1)OC (stereo not given)	i	i	i	i	3	i	i	-6	i	-8	i
c1ccc2c(c1)nc(NC1CCCCC1)c1nncn12	i	i	i	i	2	i	i	-4	i	-4	i
CCOc1ccc2nc(N(CCN(CC)CC)C(=O)c3ccc([N+](=O)[O-])cc3)sc2c1	i	i	i	i	-3	i	i	-2	i	-13	i
Cc1cc(C)c(C)c(S(=O)(=O)NCc2ccc(C(=O)N3CCOCC3)cc2)c1C	i	i	i	i	0	i	i	-1	i	-7	i
Cc1ccc(S(=O)(=O)N2CCOCC2)cc1NC(=O)C(c1ccc(Cl)cc1)C(C)C (stereo not given)	i	i	i	i	1	i	i	-4	i	-8	i
O=C(CNc1ccc2c(c1)OCO2)N/N=C\c1ccccc1Cl	i	i	i	i	10	i	i	-1	i	-4	i
Cc1ccc(C(=O)Nc2ccc(S(=O)(=O)N3CCOCC3)cc2)cc1C	i	i	i	i	-3	i	i	5	i	-6	i
COC(=O)CCC/C=C1/SCC(NC(=O)c2ccccc2)C1NC(C)=O (stereo not given)	i	i	i	i	-4	i	i	-10	i	-10	i
NC(=O)COc1ccc(C23CC4CC(CC(C4)C2)C3)cc1	i	i	i	i	1	i	i	5	i	-5	i
COc1cccc(C=O)c1OCCCOc1cccc2cccnc12	i	i	i	i	1	i	i	0	i	-1	i
O=C(COC(=O)C1CC1)Nc1nc(-c2ccc(F)c(F)c2)cs1	i	i	i	i	3	i	i	-17	i	-13	i
Cc1cnc(NC(=O)Nc2ccccc2)c(C)n1	i	i	i	i	0	i	i	-2	i	-3	i
COc1cc(C(=O)N/N=C/c2coc3ccccc3c2=O)cc(OC)c1OC	i	i	i	i	16	i	i	0	i	-9	i
CCN(CC)C(=O)CC(c1cc(OC)c(OC)c(OC)c1)c1c(O)cc(OC)cc1OC (stereo not given)	i	i	i	i	-8	i	i	0	i	-8	i
CC(C)N1CN=C(Nc2nc3ccccc3o2)NC1	i	i	i	i	-3	i	i	4	i	-3	i
O=C(CSc1nc2c(sc3ccccc32)c(=O)n1CCCN1CCCC1)NCc1ccco1	i	i	i	i	-3	i	i	2	i	-10	i
CC(C)P(=O)(Cc1cccc(C#N)c1)C(C)C	i	i	i	i	-3	i	i	-2	i	-8	i
